High-throughput results as filed in PubChem BioAssay.
Tau ThT inhib: inhibitors of human tau fibril formation, thioflavin T binding; 270,000 compounds, 2.1% hits; Potency, µM (highest dose often 57.4 µM), inactives show at the highest dose activity, negative = inhibition, most hits filed as inhibitors; recombinant tau K18 P301L, heparin-induced fibrillization, ThT fluorescence; P10636; AID 1460; also: nearly all actives have a fitted effect of over 55% in size
Target sequence (P10636 561-689 P618L limits assumed): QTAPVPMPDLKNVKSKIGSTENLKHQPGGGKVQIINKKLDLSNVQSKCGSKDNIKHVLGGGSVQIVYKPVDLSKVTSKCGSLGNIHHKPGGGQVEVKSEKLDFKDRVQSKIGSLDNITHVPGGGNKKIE
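ThT emission at 510 nm, taken 1 hr after adding 30 uM dye, quantifies aggregates formed when 20 uM heparin acts on human tau K18 P301L for 6 hr at 37 C.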
TRb SRC2 PPI: disrupts binding of human TR beta to SRC2 | Potency, µM (top dose mostly 106 µM), for inactives: at the highest dose activity change, negative = inhibition, actives largely listed as inhibitors | P10828 | 280,000 compounds, 0.065% hits | AID 1469 | TRbeta-SRC2 peptide binding, fluorescence polarization; receptor liganded with 1 µM T3;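 also: plate controls were bound peptide for no effect and peptide without receptor for full effect; nearly all actives have a fitted effect of over 50% in size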
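Binding of a 20-amino-acid Texas Red SRC2 peptide (20 nM) to TRb ligand-binding domain (0.6 uM) with agonist T3 at 1 uM was followed by fluorescence polarization after a 5 hr room-temperature incubation.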
GLA spleen mod: inhibits or activates alpha-galactosidase in human spleen homogenate | Potency, µM (series often up to 80 µM), for inactives: at the highest dose activity change, negative = inhibition, actives largely listed as inhibitors | human spleen homogenate, 4MU-alpha-Gal fluorescence, 40 min | 240,000 compounds, 0.008% hits | P06280;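 also: 0% = enzyme with vehicle and -100% = no enzyme basal signal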
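Human spleen homogenate (1 ug) was the enzyme source, with 4-methylumbelliferyl-alpha-D-galactopyranoside (1 mM final) in pH 5.0 citrate buffer with 0.01% Tween-20. Compounds were titrated; after 40 min at 37C, NaOH/glycine stop, 4-MU fluorescence read; AC50 from Hill fits.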
Tau fluor cs: counter-screen for tau fibril formation inhibitors; Potency, µM (doses to about 57.7 µM), without a hit: at the top dose activity change, negative = decrease; tau K18 P301L Alexa594 fluorescence, heparin fibrillization; 280,000 compounds, 0.93% hits; also: nearly all actives have a fitted effect of over 55% in size
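Human tau K18 P301L (15 uM unlabeled, 0.24 uM Alexa 594-labeled) in 100 mM sodium acetate pH 7 with 20 uM heparin, 6 hr at 37 C. ThT 30 uM added, 1 hr ambient; Alexa 594 FP and total fluorescence read at 555/632 nm.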
Tau fibril FP: tau fibrillization inhibition (FP). K18 P301L tau heparin fibrillization, Alexa594 FP, 6 h. Potency, µM (series often up to 57.7 µM), without a hit: at the highest dose activity, negative = inhibition, hits mostly inhibitors. 280,000 compounds, 0.39% hits; also: nearly all actives have a fitted effect of over 55% in size
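Compound effects on tau fibrillization are measured by Alexa 594 fluorescence polarization (ex 555, em 632 nm). K18 P301L tau is used at 15 uM with 0.24 uM labeled tracer, and 20 uM heparin induces aggregation over 6 hr at 37 C.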
ALDH1A1 block: inhibitors of human aldehyde dehydrogenase 1A1. AID 1030. Purified ALDH1A1, NADH fluorescence, propionaldehyde substrate. 220,000 compounds, 7.3% hits. P00352. Potency, µM (top dose mostly 75.3 µM), for inactives: at the highest dose activity, negative = inhibition, hits mostly inhibitors; active = well fitted inhibition curve with a large enough effect, not every such curve was filed as active; inconclusive = small, poorly fitted or top-dose-only effect, or another doubt; inactive = no such curve, though single readings can be large or run the other way;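 also: plate controls were no enzyme wells and a reference inhibitor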
L3MBTL1 inh: L3MBTL1 (human) inhibition | Potency, µM (top dose mostly 57.1 µM), for the others: at the highest dose activity, negative = inhibition, usual class: inhibitors | 230,000 compounds, 0.66% hits | Q9Y468 | AlphaScreen L3MBTL1–H3K9me1 peptide binding; also: nearly all actives have a fitted effect of over 60% in size
Target sequence (Q9Y468 whole entry, looked up): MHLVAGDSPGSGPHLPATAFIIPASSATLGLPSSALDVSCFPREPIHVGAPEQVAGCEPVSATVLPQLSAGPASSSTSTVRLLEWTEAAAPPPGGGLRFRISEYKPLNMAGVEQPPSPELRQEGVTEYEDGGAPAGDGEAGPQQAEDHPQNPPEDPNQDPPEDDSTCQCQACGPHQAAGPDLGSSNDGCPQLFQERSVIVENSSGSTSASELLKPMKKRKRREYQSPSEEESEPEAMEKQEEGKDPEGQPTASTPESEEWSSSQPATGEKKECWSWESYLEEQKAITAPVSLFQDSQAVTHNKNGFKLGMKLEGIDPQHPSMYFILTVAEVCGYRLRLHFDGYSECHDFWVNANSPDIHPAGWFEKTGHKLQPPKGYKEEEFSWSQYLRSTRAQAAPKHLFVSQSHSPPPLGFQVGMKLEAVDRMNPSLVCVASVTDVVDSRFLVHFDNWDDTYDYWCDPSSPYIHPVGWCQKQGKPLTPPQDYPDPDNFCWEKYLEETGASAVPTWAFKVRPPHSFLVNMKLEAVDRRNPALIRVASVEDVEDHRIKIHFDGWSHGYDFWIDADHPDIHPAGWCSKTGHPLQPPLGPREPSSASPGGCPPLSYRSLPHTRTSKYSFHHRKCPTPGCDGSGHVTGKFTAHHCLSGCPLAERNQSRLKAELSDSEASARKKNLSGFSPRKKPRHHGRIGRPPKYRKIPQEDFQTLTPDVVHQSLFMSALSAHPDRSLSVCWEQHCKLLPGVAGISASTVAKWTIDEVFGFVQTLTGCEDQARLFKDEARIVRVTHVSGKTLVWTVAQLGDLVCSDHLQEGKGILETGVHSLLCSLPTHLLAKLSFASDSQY
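AlphaScreen proximity signal between nickel-chelate acceptor and streptavidin donor beads (final 10 ug/mL) reports binding of 50 nM L3MBTL1 to 75 nM biotin-H3 K9me1 peptide; complex incubated with compounds 30 min at room temperature; cefsulodin titration as control.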
TR SRC2 fluor cs: Texas Red fluorescence interference in TRb-SRC2 counter-screen; AID 1479; 280,000 compounds, 0.29% hits; Potency, µM (series often up to 106 µM), inactives show top-dose fluorescence change, negative = quenching; TRb/SRC2 Texas Red total fluorescence interference; active = well fitted curve in either direction with a large enough effect; inconclusive = small, poorly fitted or top-dose-only effect
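Human TRβ ligand-binding domain (0.6 uM) and Texas Red SRC2 peptide (20 nM) in Tris buffer with 1 uM T3 and 5% DMSO were incubated with pinned compound for 5 hr at ambient temperature. Total fluorescence was computed as S + 2P (555/632 nm).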
* marks the source's active call; other numbers are inactive results; u = inconclusive; x = not tested or not shown; [ ] = another dose, or the depositor's remark. Unless noted, calls follow the shape of the dose curve; as a rule, active = well fitted curve in the direction sought with a large enough effect; inconclusive = small, poorly fitted or top-dose-only effect, or another doubt; inactive = no such curve, though single readings can be large; an effect the other way counts as inactive or inconclusive. Unless noted, % is scaled to controls: 0 for no effect and ±100 for the full control effect; potency is read from the fitted curve at half-maximal effect.

SMILES | Tau ThT inhib | TRb SRC2 PPI | GLA spleen mod | Tau fluor cs | Tau fibril FP | ALDH1A1 block | L3MBTL1 inh | TR SRC2 fluor cs
O=C(c1cccc(-c2ccc(O)cc2)c1)N1CCN(c2ccc(F)cc2)CC1 | -3.5% | 2.8% | -15.5% | -17.7% | -11.2% | 12.9% | 0.4% | 0.5%
COc1ccc(NC(=O)CSc2ccccn2)cc1OC | -2.0% | -10.6% | -3.3% | -3.0% | -2.1% | -6.2% | x | 0.1%
CC(=O)N1CCc2c(sc3c2c(=O)n(-c2ccc(C)cc2)c(=O)n3Cc2ccccc2C)C1 | -16.1% | 6.2% | x | -4.0% | -4.2% | x | x | -20.6%
COc1cc(C(=O)Nc2cc(C)ccn2)cc(OC)c1OC | -4.7% | 7.6% | 1.9% | -3.8% | -0.5% | 15.6% | 3.9% | 0.6%
O=C(CSc1nnnn1Cc1ccccc1)Nc1ccccc1 | 6.3% | -5.9% | -7.3% | -0.3% | -2.4% | x | x | -2.0%
CCOc1ccc(NC(=O)COc2nsnc2N2CCOCC2)cc1 | -9.5% | -2.2% | 3.1% | -7.3% | 11.9% | 10.9% | x | 0.4%
COc1ccc(C(=O)C2CCCN(Cc3cccn3-c3cccnc3)C2)cc1OC (centres undefined) | -5.5% | 3.0% | -11.1% | -2.8% | -4.2% | -11.9% | -21.1% | 0.4%
O=S(=O)(N/N=C\c1cccn1-c1ccccc1)c1ccc2ccccc2c1 | -14.3% | 2.1% | -1.3% | u | 9.0% | u | -20.9% | 0.6%
CCc1cccc(-n2c(=O)c3cccnc3n2CC(=O)Nc2c(C)cc(C)cc2C)c1 | 8.2% | 2.1% | x | -4.7% | -2.6% | x | x | -1.1%
CCc1ccccc1NC(=O)c1ccc(NCCc2ccccc2)c([N+](=O)[O-])c1 | u | -10.8% | -8.6% | -9.6% | -0.1% | 1.7% | -5.9% | 1.0%
CC(C)CNC(=O)c1c(F)c(F)c(F)c(F)c1F | 10.0% | -4.2% | 2.2% | 14.4% | 8.3% | -4.3% | -7.8% | -3.7%
CCOCCCNC(=O)c1ccc2c(c1)ncn2C1CCCC1 | -11.0% | -20.1% | 13.4% | 0.9% | -8.5% | u | 1.8% | -0.4%
Cn1c2ccccc2c2nnc(SC3CCOC3=O)nc21 (centres undefined) | -8.8% | 2.5% | -1.2% | 0.5% | -2.4% | -9.3% | -6.9% | -3.6%
O=C(CS(=O)(=O)c1c[nH]c2ccccc12)Nc1ccc2c(c1)OCCO2 | -21.2% | -1.1% | 1.0% | -13.5% | 7.7% | u | -6.0% | 0.4%
Cc1cc(C)cc(N(CCC(=O)O)S(=O)(=O)c2ccc3ccccc3c2)c1 | 1.3% | 4.7% | -1.8% | -7.7% | -8.3% | 0.3% | -3.4% | -2.6%
CC1CCN(S(=O)(=O)c2ccc3c(c2)c(=O)c(C(=O)N2CCCCC2)cn3C)CC1 | -1.9% | -15.7% | -5.3% | -3.8% | -2.6% | -11.2% | 39.0%[activator] | 4.1%
CN(C)c1ccc(-n2cccc2/C=C2/SC(=Nc3ccc(F)cc3)NC2=O)cc1 | -15.4% | 2.3% | 11.5% | -17.5% | -13.0% | 0.0% | -2.9% | -1.5%
O=C(O)c1[nH]c2ccccc2c1C=NCc1ccccc1Cl | -0.4% | -2.2% | 2.7% | 7.9% | 5.0% | 4.6% | -11.7% | -1.0%
COC(=O)c1sc(S(=O)(=O)NCC(=O)O)c(C(=O)OC)c1C | -6.4% | 2.9% | -1.3% | 2.4% | u | -2.7% | 4.1% | -0.4%
Cc1ccc(NC(=O)CCC(=O)OCC(=O)c2ccc(-c3ccccc3)cc2)cc1 | u | -6.4% | 11.1% | -11.9% | -5.3% | u | 1.4% | -2.6%
O=C(CSC(=S)N1CCOCC1)Nc1nc(-c2ccccc2)c(-c2ccccc2)o1 | -8.3% | -1.1% | 1.0% | -15.9% | -0.9% | 16.9% | -1.9% | 4.8%
Cc1nn(-c2nc(-c3ccc(F)cc3)cc(C(F)(F)F)n2)c(C)c1Br | u | 0.1% | x | -20.5% | -2.4% | x | x | 5.2%
O=C(O)c1ccc(N2CC3CC(C2)c2cccc(=O)n2C3)c(NC(=S)Nc2ccc(Br)cc2)c1 (centres undefined) | 2.7% | -3.6% | -3.9% | u | -8.1% | u | x | -0.2%
CC1(c2nnc(-c3ccncc3)o2)CC(c2ccc([N+](=O)[O-])cc2)=NO1 (centres undefined) | -7.8% | -3.0% | 3.5% | -7.0% | 4.6% | x | x | -1.1%
C=CCN(CC=C)S(=O)(=O)c1ncn[nH]1 | -9.6% | 2.8% | -0.8% | -9.0% | 0.4% | 12.0% | -5.1% | -0.3%

Overlap with the part before: 5 compounds, followed by the next part.
SMILES | Tau ThT inhib | TRb SRC2 PPI | GLA spleen mod | Tau fluor cs | Tau fibril FP | ALDH1A1 block | L3MBTL1 inh | TR SRC2 fluor cs
O=C(CSC(=S)N1CCOCC1)Nc1nc(-c2ccccc2)c(-c2ccccc2)o1 | -8.3% | -1.1% | 1.0% | -15.9% | -0.9% | 16.9% | -1.9% | 4.8%
Cc1nn(-c2nc(-c3ccc(F)cc3)cc(C(F)(F)F)n2)c(C)c1Br | u | 0.1% | x | -20.5% | -2.4% | x | x | 5.2%
O=C(O)c1ccc(N2CC3CC(C2)c2cccc(=O)n2C3)c(NC(=S)Nc2ccc(Br)cc2)c1 (centres undefined) | 2.7% | -3.6% | -3.9% | u | -8.1% | u | x | -0.2%
CC1(c2nnc(-c3ccncc3)o2)CC(c2ccc([N+](=O)[O-])cc2)=NO1 (centres undefined) | -7.8% | -3.0% | 3.5% | -7.0% | 4.6% | x | x | -1.1%
C=CCN(CC=C)S(=O)(=O)c1ncn[nH]1 | -9.6% | 2.8% | -0.8% | -9.0% | 0.4% | 12.0% | -5.1% | -0.3%
O=C(CSc1nc2ccccc2s1)Nc1ccc2c(c1)OCO2 | u | 3.0% | 4.6% | -18.4% | 5.0% | u | 2.8% | 0.9%
COc1cccc(Cn2cc(C(=O)c3ccc(Cl)cc3)c(=O)c3ccccc32)c1 | -9.6% | 3.3% | x | -11.4% | u | x | x | -1.4%
O=C(NCc1ccco1)c1cnn2c1NC(c1ccc(Br)cc1)CC2C(F)(F)F (centres undefined) | -13.1% | -19.4% | -0.6% | -24.9% | 4.7% | 1.7% | -0.2% | -3.4%
CCOc1ccccc1NC(=O)c1c(NC(=O)c2ccncc2)sc2c1CCC(C(C)(C)C)C2 (centres undefined) | -2.6% | 2.4% | x | -5.6% | -0.6% | x | x | -0.1%
CC1CC(C)CN(CCCNC(=O)CCNC(=O)Cn2ccc3ccccc3c2=O)C1 (centres undefined) | -9.6% | -2.6% | 6.4% | -7.2% | -5.6% | -0.8% | x | 0.7%
CCOC(=O)c1c(NC(=O)c2cc3ccccc3c(=O)o2)sc2c1CCC(C(C)(C)C)C2 (centres undefined) | -9.0% | -4.7% | x | -2.4% | 3.0% | x | x | -0.5%
O=C(Cn1cnc2c(cnn2-c2ccc(F)cc2)c1=O)N1CCN(c2ccccc2F)CC1 | -5.6% | 3.7% | -8.7% | 3.8% | -3.3% | 7.4% | -8.3% | -2.6%
Cc1cccc(C)c1NC1=C(Cl)C(=O)OC1OC(C)C (centres undefined) | 4.4% | -1.3% | 12.0% | -1.1% | 10.7% | -9.2% | 2.2% | -0.6%
CC(CC(=O)NC1CCCC1)c1ccccc1 (centres undefined) | -7.9% | -2.7% | 6.5% | -2.8% | -1.8% | 1.4% | 1.8% | 0.1%
C[C@@H]1C[C@](C)(C(=O)c2ccco2)C=C1c1ccco1 | -17.8% | 3.0% | 4.5% | -2.8% | -8.1% | 14.1µM* | x | -1.0%
Cc1ccc(OCCCNCCO)c(Br)c1 | -13.2% | 5.6% | 5.0% | -14.7% | 0.9% | u | x | 1.6%
Cc1sc(-n2cccc2)c(C(C)NC(=O)Nc2ccccc2Cl)c1C (centres undefined) | -5.2% | 3.7% | x | -23.8% | -10.8% | x | x | 3.1%
CCCCC/C=C\C/C=C\C/C=C\C/C=C\CCCCCC(=O)NCCc1ccc(O)c(O)c1 | -17.1% | -5.2% | 2.0% | -22.0% | 16.9% | -4.3% | x | -1.1%
Oc1ccc2ccccc2c1C=Nc1ccc(N2CCOCC2)cc1 | 5.01µM* | -18.2% | 4.7% | u | -8.6% | 4.47µM* | x | -3.2%
COc1nnc(-c2ccc(N3CCCCC3)c(NC(C)=O)c2)c2ccccc12 | -17.9% | 6.1% | -2.0% | -19.3% | u | -1.0% | x | -1.4%
Cc1cc(NC(=O)COc2ccc(N(C)S(=O)(=O)c3ccccc3)cc2)no1 | 0.5% | 5.9% | -0.9% | -4.5% | -0.8% | 7.2% | 3.6% | -2.0%
N#CCC(=O)Nc1ccc(C(=O)Nc2cccc(S(N)(=O)=O)c2)cc1 | -12.6% | 11.7% | -1.1% | -15.2% | -1.6% | -1.9% | 1.2% | -6.6%
Cc1cc(NCc2ccncc2)ccc1Br | u | -3.3% | 12.6% | -8.8% | -7.1% | 22.4µM* | 3.1% | -0.6%
O=C(CN1CCCC1)NCC1(c2ccccc2)CCOCC1 | -3.8% | -4.6% | -4.5% | 4.1% | 6.0% | 8.3% | 8.8% | 0.9%
COC(=O)c1cc(S(=O)(=O)C(C)C)c(S(C)=O)s1 (centres undefined) | u | -9.6% | -0.1% | -14.5% | -15.3% | 1.2% | -2.5% | -1.6%
Cc1ccc(-c2nnn(CC(=O)N(CCO)C(C(=O)NC(C)(C)C)c3ccncc3)n2)cc1 (centres undefined) | -4.1% | -2.1% | -1.6% | -7.3% | 3.6% | -5.1% | -5.7% | -2.5%
O=C(Nc1cccnc1)c1ccc(C(=O)Nc2cccnc2)cc1 | 2.9% | -0.3% | 7.1% | 3.2% | -3.7%[2.34 µM] | 9.7% | 6.5% | 0.3%
Cc1onc(-c2ccccc2Cl)c1C(=O)NCCN1Cc2ccccc2C1=O | -2.8% | 8.6% | 3.8% | -5.9% | -1.0% | -1.9% | 8.4% | -0.7%
CCOc1ccc(OCC)c(Nc2cc(C)nc3nc(C)nn23)c1 | -7.6% | 4.0% | -3.2% | -4.9% | 5.3% | 2.7% | 1.2% | -0.4%

No enrichment for hits; any-hit rate near 8.5%.
